Assay outcomes as filed in PubChem BioAssay.
phage Ecoli inh: growth loss of phage-infected E. coli, primary screen, RecBCD inhibitor project, absorbance, with phage, HTS. inhibition, % at 11.9 µM. hit rate 0.26% among 360,000. AID 651602, 2012; in the data active = inhibition above about 11%
HTR5A inv ag: HTR5A inverse agonists in luminescence cell assay, primary screen, counter-screen for OPRM1-OPRD1 heterodimer inverse agonist project, full-deck HTS. 5-hydroxytryptamine receptor 5A (Homo sapiens), P47898. HTR5A cell line, inverse agonism. inhibition, % at 9.3 µM. hit rate 0.083% among 340,000. AID 504634, 2011; in the data active = inhibition mostly above about 23%, no sharp cut-off; inactive = mostly below about 18%;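 note: 0% = cells with DMSO and 100% = no-cell wells with DMSO; some compounds called inactive have numbers as strong as hits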
Target sequence (P47898 whole entry, looked up): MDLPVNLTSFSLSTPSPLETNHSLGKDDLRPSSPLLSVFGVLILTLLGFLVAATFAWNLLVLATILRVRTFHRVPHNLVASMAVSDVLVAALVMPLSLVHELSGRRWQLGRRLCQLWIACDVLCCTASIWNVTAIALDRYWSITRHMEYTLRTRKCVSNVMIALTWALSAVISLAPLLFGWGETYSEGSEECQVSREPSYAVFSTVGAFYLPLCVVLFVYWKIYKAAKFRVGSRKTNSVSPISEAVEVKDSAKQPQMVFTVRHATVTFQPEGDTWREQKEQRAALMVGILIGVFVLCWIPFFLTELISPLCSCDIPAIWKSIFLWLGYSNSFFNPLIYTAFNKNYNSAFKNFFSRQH
PKA-R1A act: activators of PKA-R1A holoenzyme, primary screen, biochemical, fluorescence polarization, Cy5-IP20, bovine R1A, mouse PKAc | cAMP-dependent protein kinase type I-alpha regulatory subunit (Bos taurus) + … | PKA-R1A dissociation; scaled: DMSO 0%, 113 µM cGMP 100% | activation, % at 11.4 µM | hit rate 0.083% among 340,000;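 active = percent activation above the mean of all tested compounds plus 3 SD, cut at about 19% in these data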;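 note: higher means more PKAc released from R1A so a rise in polarization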
PfHsp90 yeast 2: growth inhibition of PfHsp90-expressing yeast, primary screen, antimalarial PfHsp90 inhibitor project, S. cerevisiae, BacTiter-Glo luminescence, single point, set 2. BacTiter-Glo ATP, 48 h; yeast lacking PDR1 and PDR3 efflux regulators. inhibition, % at 9.4 µM. hit rate 0.32% among 310,000;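 active = every replicate shows inhibition above about 80%, whatever the replicate mean, limit read from the data; inconclusive = mean inhibition reaches the set limit but some replicate falls short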;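 note: 0% = DMSO neutral controls and 100% = 20 µM radicicol positive controls; yeast relying on Plasmodium falciparum Hsp90 in place of its own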
MOR-DOR inv ag: inverse agonists of MOR-DOR heterodimerization, primary screen, cell-based, luminescence | AID 504357, 2011 | cell-based MOR-DOR heterodimer luminescence, inverse agonism | hit rate 0.21% among 340,000 | inhibition, % at 9.3 µM | Mu-type opioid receptor (Homo sapiens) + Delta-type opioid receptor (Homo sapiens), …; in the data active = inhibition above about 22%, passing the limit was not always enough;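 note: 0% = cells with DMSO and 100% = wells without cells with DMSO; values of inactives mirror those of a sister screen read the other way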
Ecoli viability: E. coli V3065 growth inhibition, primary screen, counter-screen for AddAB inhibitor project, absorbance, OD600 | 18 h | inhibition, % at 11.9 µM | hit rate 0.27% among 330,000 | AID 449728, 2010;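 active = inhibition above the campaign's mean inhibition across all tested compounds plus 3 SD, cut at about 9.9% in these data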;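 note: uninfected addAB+ strain grown without phage in ampicillin broth; 0% = DMSO wells and 100% = ciprofloxacin 0.95 µg/ml wells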
MOR-DOR ag: agonists of OPRM1-OPRD1 heterodimerization, primary screen, cell-based, luminescence; hit rate 0.3% among 340,000; activation, % at 9.3 µM; cells; AID 504326, 2011; Mu-type opioid receptor (Homo sapiens) + Delta-type opioid receptor (Homo sapiens), …; in the data active = activation above about 18%;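 note: 0% = vehicle-treated cells and 100% = reference agonist; values of inactives mirror those of a sister screen read the other way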
Mot1-301 SUMO: yeast Mot1-301 growth rescue at high temperature, primary screen, SUMOylation pathway inhibitor project, S. cerevisiae, ATP luminescence, 38.5C. S. cerevisiae Mot1-301 growth rescue; percent above DMSO median, 100 means doubled. growth rescue, % at 18.8 µM. hit rate 1% among 320,000;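 active = every valid replicate shows activation above 250% relative to neutral control wells; inactive = the rest, any valid replicate at or below 250%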;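 note: OY570 slx delta 5 strain wells were the positive control but not used for scaling; some compounds called inactive have numbers as strong as hits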
AddAB inh: growth inhibition of E. coli expressing H. pylori AddAB, primary screen, AddAB inhibitor project, absorbance | hit rate 0.29% among 330,000 | inhibition, % at 11.9 µM | AID 435030, 2010; in the data active = inhibition above about 12%;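 note: 0% = vehicle wells of infected cells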
PKA-R2B act: activators of PKA-R2B holoenzyme, primary screen, biochemical, fluorescence polarization, Cy5-IP20, human. PKA-R2B holoenzyme dissociation; R2B truncated from residue 108, S112A mutant; 0% DMSO only, 100% 113 µM cGMP. hit rate 0.079% among 340,000. cAMP-dependent protein kinase catalytic subunit beta (Homo sapiens) + cAMP-dependent …. activation, % at 11.4 µM;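 active = activation above a cutoff set at the mean over all compounds plus 3 SD, cut at about 18% in these data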;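 note: higher means more holoenzyme dissociation and a rise in polarization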
Target sequence (P31323 whole entry, looked up, other chains not shown, the tested form may be a part): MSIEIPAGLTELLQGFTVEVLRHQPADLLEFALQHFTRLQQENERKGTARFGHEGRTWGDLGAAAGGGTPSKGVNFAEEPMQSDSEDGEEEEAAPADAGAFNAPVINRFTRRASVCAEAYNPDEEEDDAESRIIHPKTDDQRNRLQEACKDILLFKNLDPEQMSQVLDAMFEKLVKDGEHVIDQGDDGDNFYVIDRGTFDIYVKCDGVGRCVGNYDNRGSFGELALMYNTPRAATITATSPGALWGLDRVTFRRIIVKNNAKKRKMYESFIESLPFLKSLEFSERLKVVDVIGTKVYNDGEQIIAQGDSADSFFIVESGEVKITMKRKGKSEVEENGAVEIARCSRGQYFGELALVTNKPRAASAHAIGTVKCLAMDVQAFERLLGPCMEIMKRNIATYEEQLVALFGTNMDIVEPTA
Tat export inh: E. coli Tat export inhibitors, primary screen, MC4100, TorA-mCherry reporter, fluorescence, single point; hit rate 0.036% among 340,000; inhibition, % at 10 µM;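 active = mean replicate inhibition at least 50% and at least half of replicates individually reaching 50%; inconclusive = only one of the two criteria met; inactive = neither criterion met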;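 note: exported cargo escapes ClpAP degradation while cytoplasmic cargo is degraded and loses fluorescence; 0% = median of neutral control wells and 100% = median of NaSCN control wells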
Numbers without * were called inactive; ? = inconclusive; / = no result given. Random draw from the library, and some 2.2% of all compounds hit somewhere here.

Values run as follows: phage Ecoli inh	HTR5A inv ag	PKA-R1A act	PfHsp90 yeast 2	MOR-DOR inv ag	Ecoli viability	MOR-DOR ag	Mot1-301 SUMO	AddAB inh	PKA-R2B act	Tat export inh
N/C(CN1CCCC1=O)=N\OC(=O)c1ccc(Cl)c(Cl)c1
    2.2	3	-1	17	-4	2.6	0.7	-4	2.4	9	-4
COc1ccc(NC(=O)C2CC2)cc1NS(=O)(=O)c1ccc(F)cc1
    2.9	-21	8	/	-5	-1.4	0.8	132	-0.4	8	-1
CCc1ccc(NC(=O)CCNC(=O)Cn2ccc3ccccc3c2=O)cc1
    3.0	21	5	37	10	-1.1	-1.6	-18	3.9	-1	-4
CC(C)CCNC(=O)CN(Cc1cccs1)C(=O)CCC(=O)Nc1nccs1
    -1.3	-14	-2	-21	13	1.2	-2.3	-18	1.8	-4	3
O=C(O)c1cc(-n2nnnc2SCc2ccc([N+](=O)[O-])cc2)ccc1Cl
    -0.3	2	1	11	11	-1.2	-2.4	14	-0.7	3	-3
O=C(NCCN1CCOCC1)c1cc([N+](=O)[O-])cc([N+](=O)[O-])c1
    0.2	-10	-1	-12	-3	1.5	0.6	51	-0.2	-6	-2
Cc1ccc(-n2nnnc2C(=Cc2ccc(N(C)C)cc2)c2nnnn2-c2ccc(C)cc2)cc1
    0.8	13	5	-18	9	0.9	-1.6	-10	4.1	-7	-2
Brc1ccccc1-c1nnc(SCc2nc3ccccc3s2)o1
    3.1	3	-17	3	10	-1.4	-1.8	-8	-2.2	-6	3
CCN(C(=O)C1CCCN1S(=O)(=O)c1cccc2nsnc12)c1ccccc1 (centres undefined)
    2.5	-8	-6	14	9	0.2	-1.7	/	2.3	-4	-5
O=C(c1ccccc1)N1CCN(C2CC(=O)N(CCc3ccccc3)C2=O)CC1 (centres undefined)
    2.6	-31	0	-1	-10	2.9	1.6	20	3.5	14	1
COC(=O)Cn1c(=NC(=O)CSCC(=O)NC2CCCCC2)sc2cc(OC)ccc21
    /	-37	-4	-1	18	-1.0	-4.3	-18	3.3	-8	-14
Cc1cccc(-c2ccc3c(c2)C2CC3CCN2)c1 (centres undefined)
    2.8	2	4	27	-11	/	2.3	/	/	2	-1
O=C(Nc1cccc(O)c1)c1cc(-c2cccs2)on1
    3.4	-20	-6	-31	-17	0.9	3.2	-18	3.0	10	-12
Cc1ccc(CCNC(=O)C2CCC(=O)N2CCc2ccccc2)cc1 (centres undefined)
    0.4	12	-2	-1	14	-1.6	-3.1	7	4.8	-5	7
COC(=O)c1c(S(=O)(=O)N2CCOCC2)c(C)n(C)c1C
    1.5	-1	0	13	20	1.3	-3.9	-10	-1.3	-10	2
CCCN1C(=O)c2ccccc2NC1c1cc(OC)c(OC)c(OC)c1 (centres undefined)
    3.0	-9	6	-6	14	-1.4	-2.5	/	-0.3	-8	1
Cc1cccc(N2C(=O)CC(c3ccc(F)cc3)C3=C2COC3=O)c1 (centres undefined)
    -0.5	2	-8	/	-8	1.8	1.6	/	2.1	-2	-4
CN(CC(=O)Nc1c(Cl)cccc1Cl)C(=O)CNC(=O)c1ccc2c(c1)OCO2
    2.6	9	-5	/	8	-0.3	-1.4	8	2.7	2	5
Cn1c(COc2ccc(Cl)cc2Cl)nnc1SCC(=O)NCC1CCCO1 (centres undefined)
    2.6	3	8	3	-3	0.0	0.4	-2	2.4	-7	-3
COc1ccc(/C=C2\SC(=S)NC2=O)cc1OS(=O)(=O)c1ccc(NC(C)=O)cc1
    0.3	12	2	-8	12	/	-2.6	/	/	1	2
CCOC(=O)c1oc2ccccc2c1NC(=O)COC
    1.9	-17	3	/	15	0.5	-2.9	44	0.6	-5	15
O=[N+]([O-])c1cc(S(=O)(=O)C(F)(F)F)ccc1NCC1CCCO1 (centres undefined)
    1.9	-6	0	-8	-40	-0.9	6.2	2	2.2	-17	-4
COC(=O)C1=C(C)N(c2ccc(OC)c(OC)c2)C(=O)/C1=C\c1cccs1
    0.1	17	-4	-85	-5	1.0	0.8	-15	1.0	-10	-5
CC(C)c1ccc(NC2CCCN(C(=O)CN3CCOC3=O)C2)cc1 (centres undefined)
    3.3	-9	-4	7	13	1.4	-2.5	-5	1.5	8	4
CC(C)c1[nH]nc2c1C(c1cccc(OC(=O)N3CCOCC3)c1)C(C#N)=C(N)O2 (centres undefined)
    1.5	-12	-11	-16	18	-2.7	-4.2	14	0.2	5	2
CC(C)C(NS(=O)(=O)c1cccc(C(F)(F)F)c1)C(=O)N1CCc2ccccc2C1 (centres undefined)
    1.6	22	-8	3	-18	1.5	2.3	-18	3.9	-2	6
O=C(Nc1cccc(C(=O)N2CCCc3ccccc32)c1)c1ccccc1
    3.3	11	2	23	-27	0.4	5.3	-1	0.5	-1	-1
CCOC(=O)c1c(N2C(=O)Nc3ccccc3N2O)sc2c1CCCC2
    3.1	8	-4	27	4	-2.2	-0.9	25	1.0	-9	-1
Cc1ccc(OCCN2C(=O)C(=O)c3cccc(C)c32)cc1
    1.6	2	-2	-13	42*	2.8	-7.8	167	2.0	-5	-6
CCC(C)[C@@H](N)C(=O)N/N=C/c1ccc2ncccc2c1 (some centres undefined)
    5.0	-5	-5	-2	8	-1.2	-1.4	-5	3.3	-3	-9
CCOc1ccc(CN2CCN(Cc3cccn3-c3nccs3)CC2CCO)cc1 (centres undefined)
    1.4	3	-6	-2	-5	-0.8	1.1	-10	-1.7	5	-2
COc1cc([N+](=O)[O-])ccc1NC(=O)COC(=O)c1ccc(NC(N)=O)cc1
    2.0	22	7	-23	-12	0.6	2.3	-7	0.8	-2	-3
NS(=O)(=O)c1ccccc1NC(=O)c1c(O)c2ccccc2[nH]c1=O
    1.7	5	1	24	12	3.2	-2.6	-12	1.1	5	-3
Cc1cccc2cc(C(c3nnnn3C3CCCC3)N3CCOCC3)c(=O)[nH]c12 (centres undefined)
    4.5	-15	-1	-1	15	2.0	-2.9	198	3.4	-7	0
CCC(=O)c1ccc(OC(=O)C2CCN(C3=NS(=O)(=O)c4ccccc43)CC2)cc1
    0.8	10	-8	3	0	-1.2	-0.1	-8	2.0	7	21
CCOc1ccc(CCN2C(=S)N([C@@H](CC(C)C)CN3CCCC3CN3C(=S)NC[C@@H]3Cc3ccc(O)cc3)C[C@@H]2CC(C)C)cc1 (some centres undefined)
    3.3	20	-1	-19	1	/	-0.2	/	/	-11	2
O=C(CSc1nnc(C2COc3ccccc3O2)o1)N1CCCCC1 (centres undefined)
    1.4	-10	-1	4	11	0.3	-2.1	-17	1.3	-6	-8
O=C(Nc1nccs1)C1CC(=O)N(Cc2ccco2)C1 (centres undefined)
    1.8	10	2	15	6	1.0	-1.1	128	1.1	-1	4
c1ccc(-c2cc(N3CCOCC3)nc(-c3ccccc3)n2)cc1
    1.3	5	-3	-6	-17	-1.8	2.8	74	-0.9	-9	1
COc1ccccc1CCNC(=O)C(=O)c1cn(CC(=O)N2CCCC2)c2ccccc12
    0.6	15	4	6	12	0.6	-2.4	2	-1.0	0	-2
CCOc1ccc(S(=O)(=O)N2CCC(C(=O)NCc3ccncc3)CC2)cc1C
    3.0	0	8	-15	2	0.6	-0.3	4	-1.1	4	-8
O=C1c2ccccc2-c2c1cccc2C(=O)N1CCCCCC1
    4.9	-26	5	-10	5	-1.9	-0.9	529	0.5	-7	-12
CC(C)CN=C(NS(=O)(=O)c1ccccc1)C(Cl)(Cl)Cl
    3.5	-1	0	5	-8	-1.6	1.6	27	4.8	-4	3
Cc1cccc(-n2c(SCC(=O)Nc3nonc3C)nnc2-c2ccoc2C)c1
    0.6	-8	1	-19	13	0.0	-2.1	387	-0.3	-6	2
COc1cc2c(cc1OC)C(C)N(C(=O)c1cccs1)CC2 (centres undefined)
    1.0	7	-5	-1	15	-1.6	-3.3	20	1.7	-9	-5
CC(=O)c1cc(CN2CCCCC2)cc(OC(C)C)c1
    4.4	17	6	3	13	-0.9	-2.6	12	0.8	-3	?
C=CCSc1ncc(C#N)c(N)n1
    2.4	5	-3	/	12	1.1	-2.7	-25	2.4	-9	5
CCNC(=O)c1sccc1-n1cccc1
    0.8	-19	-1	-11	-2	2.3	0.3	-12	0.5	-5	22
CCOc1ccc(-c2nc(CCl)cs2)cc1OC
    0.8	3	2	12	8	1.6	-1.4	2	5.4	2	-1
Cc1ccc(CS(=O)Cc2ccc(C(=O)NCc3ccc4c(c3)OCO4)o2)cc1 (centres undefined)
    1.6	-12	1	3	-4	1.4	0.8	-2	2.8	-4	7
COc1ccc(NC(=O)c2cccc(NC(=O)c3ccccc3)c2)cc1
    4.3	1	-4	-1	9	1.2	-1.8	2	3.5	6	-2
Cc1ccc(-n2nc3c(c2NC(=O)c2ccc4c(c2)OCO4)CS(=O)C3)cc1 (centres undefined)
    1.4	-37	-4	-2	0	-1.6	0.1	13	0.6	-7	-1
Cc1c(C)c2cc(Cl)c(OCc3nn[nH]n3)cc2oc1=O
    1.9	6	-2	/	15	-1.2	-3.2	47	0.2	-10	-7
CCc1sc(C(=O)NC2CCN(C)CC2)cc1Br
    2.4	-1	2	8	13	-0.3	-2.4	-1	0.6	-1	-4
COc1ccccc1N1CCN(C(=O)c2ccc3c(c2)CCN3S(C)(=O)=O)CC1
    -1.4	-17	7	-1	6	-1.7	-1.2	/	2.7	-7	-8
CCCOc1cccc(-c2cc(C(=O)NNC(=S)NCC)c3ccccc3n2)c1
    6.2	-6	8	6	-6	0.1	1.2	/	-2.5	-3	-10
CCOc1ccc(C(=O)CCC(=O)O)cc1
    /	-13	-1	16	-5	-0.5	1.0	-10	0.8	-1	-10
FC(F)(F)c1cccc(Sc2cc(C(F)(F)F)nc(-c3ccccn3)n2)c1
    2.2	-24	-1	37	-34	2.6	7.7	0	1.2	-15	-5
C[C@]12c3[nH]c4cc(-c5ccco5)ccc4c3CCN1C(=O)[C@@H](CC(=O)NCCc1ccccn1)C[C@@H]2C(=O)N1CCOCC1
    1.2	6	1	4	4	0.4	-0.8	/	-0.9	1	6
